# CaV13 ICDI inh: Primary screen for inhibitors of IQ motif and Ca2+-dependent inactivation inhibitor domain binding in CACNA1D, Förster resonance energy transfer in living cells, …; HEK cells, CFP/YFP FRET ICDI-IQ, plate reader, 10 min; percent FRET-ratio fall versus neutral wells; 340,000 tested, 0.098% active; AID 743397; inhibition, % at 12.3 µM;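 active means mean replicate inhibition of at least 30% and at least 1% of replicates passing that level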;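 further: 0% = median of the neutral control wells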
# Peg3 prom inh: Peg3 promoter-driven luciferase inhibitors, primary screen, cell-based, HeLa, luciferase luminescence | AID 588405, 2011 | 360,000 tested, 1.7% active | HeLa PEG-Prom luciferase reporter, overnight | inhibition, % at 20 µM;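 active means inhibition of at least 50% at 20 µM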
# HIF-2a inh: HIF-2a reporter inhibitors, primary screen, luminescence, 786-0 RCC cells; 786-0 RCC cells HIF-2a reporter, luciferase luminescence, overnight; inhibition, % at 18.8 µM; 360,000 tested, 0.72% active; AID 624352, 2012;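 active means inhibition of the luminescence signal of 40% or more relative to plate controls, in a single-dose primary screen at 18.75 µM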
# Vif imaging: HIV Vif self-association inhibitors, primary screen, imaging, HEK293T, single point; HEK293T cells, Vif self-association by quenched fluorescence, 24 h; inhibition, % at 7.49 µM; 340,000 tested, 0.35% active; AID 602346, 2012; in the data active means inhibition above about 50%, passing the limit was not always enough; further: some results filed as inactive read as strong as hits
# NR2E3 ag-1: inhibitors of NR2E3-RetCOR corepressor binding, primary screen, NR2E3 agonist project, biochemical, TR-FRET, GST-NR2E3, biotin-RetCOR. Photoreceptor-specific nuclear receptor (Homo sapiens), Q9Y5X4. 1536-well. inhibition of corepressor binding, % at 4.78 µM. 320,000 tested, 0.12% active. AID 2300, 2010;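 active means percent inhibition above the cutoff of mean plus 3 SD of all tested compounds, set per screening campaign, cut at about 20% in these data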;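 further: 0% = DMSO wells and 100% = biotin wells as full block of FRET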
# Target sequence (Q9Y5X4 whole entry, looked up): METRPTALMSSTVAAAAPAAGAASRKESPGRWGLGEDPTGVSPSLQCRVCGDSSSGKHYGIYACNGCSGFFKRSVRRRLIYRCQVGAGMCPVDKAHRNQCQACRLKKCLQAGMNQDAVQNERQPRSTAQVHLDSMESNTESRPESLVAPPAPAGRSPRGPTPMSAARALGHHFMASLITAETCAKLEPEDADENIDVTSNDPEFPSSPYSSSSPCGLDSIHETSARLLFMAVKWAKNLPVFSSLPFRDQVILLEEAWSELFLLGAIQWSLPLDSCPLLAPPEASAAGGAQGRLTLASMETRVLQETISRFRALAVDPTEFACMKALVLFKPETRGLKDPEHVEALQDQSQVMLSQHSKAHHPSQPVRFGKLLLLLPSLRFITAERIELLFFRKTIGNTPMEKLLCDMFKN
#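 Material: NR2E3–RetCOR corepressor complex | Quantity: 1.35 nM GST-tagged NR2E3 final | Schedule: 5 h at 4 °C | Replication: Singlicate compound wells | Reagent: RetCOR corepressor, biotinylated, 7 nM | Controls: Biotin wells as high control, 0.6% DMSO wells as low control | Signal: TR-FRET, Eu(K)-anti-GST donor, streptavidin-D2 acceptor, ex 340, em 617/671 nm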
# hiPSC survival: enhancers of single-cell hiPSC survival, primary screen, ATPlite luminescence | 100% = ROCK inhibitor wells, 0% = DMSO | survival enhancement, % at 20 µM | 360,000 tested, 0.044% active | AID 602274, 2012; in the data active means survival enhancement above about 18%;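 further: cells exposed to compounds for 16 hours before the ATP read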
# NR2E3 ag-2: NR2E3 agonists in two-hybrid cells, primary screen, cell-based, luminescence, CHO-S, Gal4-NCOR/VP16-NR2E3; Photoreceptor-specific nuclear receptor (Homo sapiens), Q9Y5X4; luciferase; 360,000 tested, 0.35% active; AID 602229, 2012; inhibition of corepressor binding, % at 3.98 µM;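 active means inhibition above the mean of all tested compounds plus 3 SD, cut at about 70% in these data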;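 further: 0% = DMSO with NR2E3 transfected cells and 100% = cells lacking NR2E3 construct; higher means lower luciferase signal from less NR2E3 corepressor binding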
# TRPM1 prom inh: inhibitors of MITF-dependent TRPM1 promoter reporter, primary screen, cell-based, SK-MEL-5, single point, luciferase; AID 488899, 2010; SK-MEL-5 TRPM1 promoter luciferase, 24 h; inhibition, % at 12.5 µM; 330,000 tested, 0.83% active;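 active means mean inhibition across replicates of 60% or more, whatever share of single replicates reaches that level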; further: values of inactives mirror those of a sister screen read the other way
# aDG glyco act: activators of alpha-DG glycosylation, primary screen, uHTS, Pro5-aDG cells, AlphaScreen. alpha-DG glycosylation AlphaScreen (IIH6); 0% Pro5, 100% B10-LARGE cell signal. activation, % at 10 µM. 360,000 tested, 0.22% active;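 active means activation of at least 8% versus controls, or a plate z-score of at least 8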;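 further: Pro5 are CHO cells carrying HIG-tagged alpha-DG that lacks glycosylation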
# PDI turbidity: inhibitors of human PDI, primary screen, biochemical, turbidity, single point, plate reader; PDI insulin aggregation turbidity, A650, 90 min; inhibition, % at 10 µM; 350,000 tested, 0.052% active; AID 588391, 2011;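 active means mean inhibition across replicates of 30% or more, whatever share of single replicates reach that level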;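 further: absorbance from insulin aggregation driven by PDI reduction with DTT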
# Target sequence (P07237 whole entry, looked up): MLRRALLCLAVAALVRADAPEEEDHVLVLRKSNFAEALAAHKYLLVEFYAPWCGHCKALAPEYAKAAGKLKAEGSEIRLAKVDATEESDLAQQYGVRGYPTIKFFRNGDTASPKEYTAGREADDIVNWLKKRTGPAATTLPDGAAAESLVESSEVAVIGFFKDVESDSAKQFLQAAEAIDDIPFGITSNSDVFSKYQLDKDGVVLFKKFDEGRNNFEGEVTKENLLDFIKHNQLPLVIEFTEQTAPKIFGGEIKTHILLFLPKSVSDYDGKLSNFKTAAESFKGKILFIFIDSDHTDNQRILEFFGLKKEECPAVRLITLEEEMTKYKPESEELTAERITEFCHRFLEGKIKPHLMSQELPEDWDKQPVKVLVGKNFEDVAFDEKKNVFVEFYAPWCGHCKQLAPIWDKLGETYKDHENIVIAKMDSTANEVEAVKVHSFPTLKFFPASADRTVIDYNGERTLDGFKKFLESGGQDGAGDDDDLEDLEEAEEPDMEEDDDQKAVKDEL
# Exocytosis inh: LAMP-1 surface exposure blockers, TALL-104 cells – cell-based, flow cytometry, MLPCN library, primary screen. 360,000 tested, 0.66% active. TALL-104 LAMP-1 surface exposure; cells stimulated with thapsigargin and PMA. inhibition, % at 10 µM;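 active means inhibition above about 55%, limit read from the data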
# Active calls of the source: *; . = not tested or not shown.
SMILES,CaV13 ICDI inh,Peg3 prom inh,HIF-2a inh,Vif imaging,NR2E3 ag-1,hiPSC survival,NR2E3 ag-2,TRPM1 prom inh,aDG glyco act,PDI turbidity,Exocytosis inh
CCc1c(C)sc(NC(=O)C2CC2c2ccccc2)c1C(N)=O (stereo unspecified),-5.6,6.3,-115.4,-13.6,-0.3,-1.1,-26.4,-7.3,0.0,-4.3,4.8
CC(C)Sc1cc(N2CCCC2)nc(-c2ccc(F)cc2)n1,-5.4,15.7,-8.1,0.4,2.0,-1.5,-19.8,6.0,0.0,0.4,-4.9
COc1ccc([N+](=O)[O-])cc1NC(=O)c1ccc(N2C(=O)CCC2=O)cc1,-2.5,7.2,13.9,1.4,1.2,0.4,-17.5,-9.4,0.0,14.4,-3.6
O=C(CN1CCN(Cc2ccc(F)cc2Cl)CC1)NCc1ccccc1,-3.9,13.2,15.8,2.5,4.0,0.3,1.2,2.0,0.3,-5.9,-1.4
COc1ccc(NC(=O)NCc2ccccc2F)cc1OC,-10.2,1.4,6.5,4.7,-1.8,3.1,3.9,-20.1,0.1,-4.6,-1.5
CCOc1ccc(NC(=O)c2cc3ccccc3cc2O)cc1,-5.7,-232.8,-258.9,-6.4,0.8,-0.2,-71.3,-69.1,-0.1,-8.8,-6.8
COCCN(Cc1ccccc1)C(=S)Nc1ccc(OC(F)F)cc1,-0.1,-6.5,-3.1,10.7,5.9,-1.6,16.9,-2.7,0.4,-7.1,-2.7
CCOC(=O)N1CCC(NCCNC(=O)c2cccs2)CC1,-8.0,10.6,9.7,-6.8,-7.3,0.4,12.9,0.8,0.1,2.1,-3.6
CCOC(=O)C1(CCCc2ccccc2)CCN(C(=O)c2ocnc2C)CC1,-3.2,10.7,-5.5,1.9,5.3,3.0,-15.3,3.9,-0.1,-9.5,1.0
c1cnc2c(Oc3ncnc4sccc34)cccc2c1,6.7,2.3,-1.5,-1.3,1.1,-2.2,2.4,-6.2,-0.5,4.3,-1.3
Cc1cc(-c2nc(C)c(-c3nnc(SCC(=O)Nc4cc(Cl)cc(Cl)c4)n3C)s2)no1,-19.4,20.9,14.8,22.8,2.4,-0.4,-12.5,6.3,0.0,3.1,-3.2
O=C(CCCCCn1c(=S)[nH]c2ccc(N3CCOCC3)cc2c1=O)NCc1ccc(Cl)cc1,-21.2,21.9,14.0,-3.7,-8.9,0.3,-10.6,21.1,0.1,1.0,9.2
COc1cccc(NC(=S)Nc2cc(C)cc(C)n2)c1,-14.8,-266.9,-290.7,-6.9,31.0*,-0.7,-89.7,-30.2,0.4,5.0,-13.4
COc1ccc(-c2ccc(=O)n(Cc3cccc([N+](=O)[O-])c3)n2)cc1,-2.6,3.7,4.1,-5.1,1.3,1.2,12.7,3.4,0.3,-4.6,5.6
Nc1nonc1-n1nnc(C(=O)N/N=C/c2cc(Cl)ccc2O)c1CN1CCCCCC1,-1.2,53.7*,17.9,34.5,1.8,-1.6,-24.2,26.8,0.3,.,0.7
Cc1cc(C(=O)NCCc2ccc(Cl)cc2)no1,-4.5,-32.0,-48.3,15.7,0.1,-0.7,-8.6,-21.0,-0.2,2.9,-4.3
CCCN(CC(=O)Nc1ccccc1OC)C(=O)CN1C(=O)NC(C)(C)C1=O,-5.7,-3.7,11.6,-4.4,.,5.5,-1.7,.,-0.1,0.0,11.8
COc1ccccc1NC(=O)Cc1nnc(SCC(=O)Nc2nccs2)n1C,-3.6,9.9,12.7,8.3,3.7,-0.3,-14.1,1.9,0.1,-13.9,12.4
CCOc1ccccc1CN1CCNC(=O)C1CC(=O)NCc1ccccn1 (stereo unspecified),.,-8.6,7.9,11.9,2.6,0.2,-3.5,-1.9,-0.2,12.9,29.0
CC(=O)c1ccc(Nc2nc(-c3sc(C)nc3C)cs2)cc1,2.5,54.8*,-70.9,-7.1,.,-0.8,-75.2,.,-0.2,3.8,-16.2
Cc1c(Br)c(=O)oc2c(C)c(O)ccc12,-18.5,-12.6,-3.0,0.0,21.4*,1.0,4.6,-8.5,-0.2,5.7,0.0
CCn1c(SCC(=O)Nc2cccc(C(C)=O)c2)nnc1C(C)C,-4.5,3.9,28.7,8.9,4.0,-1.6,-24.6,-4.3,-0.2,-1.5,1.9
CCCN(CC(=O)Nc1ccccc1C)C(=O)C1CCN(S(=O)(=O)c2ccc(C)c(C)c2)CC1,-11.9,11.5,7.8,-5.4,.,-3.5,-2.4,.,0.1,0.7,0.5
O=C1CN(C(=O)COC(=O)CNS(=O)(=O)/C=C/c2ccccc2)c2ccccc2N1,4.7,14.2,4.4,7.8,3.4,-2.2,-3.6,-0.2,-0.2,2.9,0.9
C[C@H](NC(=O)c1ccco1)C(=O)Nc1ccc2c(c1)OCO2,-2.5,0.2,6.2,17.8,-1.7,1.0,-15.9,1.6,0.0,1.0,-0.5

# Results in aDG glyco act and TRPM1 prom inh, for some of the entries so far:
canonical_smiles	aDG glyco act	TRPM1 prom inh
CCOC(=O)N1CCC(NCCNC(=O)c2cccs2)CC1	0.1	0.8
Cc1cc(C(=O)NCCc2ccc(Cl)cc2)no1	-0.2	-21.0
Cc1c(Br)c(=O)oc2c(C)c(O)ccc12	-0.2	-8.5

# New compounds follow:
SMILES,CaV13 ICDI inh,Peg3 prom inh,HIF-2a inh,Vif imaging,NR2E3 ag-1,hiPSC survival,NR2E3 ag-2,TRPM1 prom inh,aDG glyco act,PDI turbidity,Exocytosis inh
O=C(NCCN1CCN(c2ccccc2)CC1)C1(S(=O)(=O)c2ccc(Cl)cc2)CC1,-4.8,2.3,16.5,-4.0,1.1,0.8,-29.0,.,-0.2,-2.8,-3.6
CCOc1ccc(NC2OC(C)C(O)C(O)C2O)c([N+](=O)[O-])c1 (stereo unspecified),-5.0,-0.5,7.7,-9.8,3.1,4.7,-4.2,3.2,-0.2,-7.0,-4.2
C/C(=N\NC(=O)c1ccncc1)c1ccc(N(C)C)cc1,-9.1,-10.3,-36.8,-0.5,3.1,-0.8,-20.9,-16.0,-0.2,3.7,-4.7
Nc1c2c(nn1-c1ccccc1)CCC2,-3.5,-6.7,-11.1,-3.0,-0.6,0.0,-22.1,-20.1,-0.1,0.7,11.9
CC(C)Nc1nnc(SCC(=O)N2CCN(C(=O)c3ccco3)CC2)s1,-7.7,2.4,-5.0,-1.4,-0.7,1.8,-7.2,0.3,0.2,-4.0,3.2
CCOC(=O)c1c(NC(=O)CSc2nnc(-c3cccnc3)o2)sc2c1CCC2,-4.3,13.0,17.9,6.3,0.6,-0.3,-13.1,2.0,-0.1,-17.7,-2.9
COC(=O)c1cccc(CC2(C)C(=O)Nc3ccc(OC(F)(F)F)cc32)c1 (stereo unspecified),-4.6,10.1,21.0,.,.,-2.7,-16.3,.,-0.2,-0.9,-8.0
C/C(=N\NC(=O)c1cc2ccccc2cc1O)c1cccs1,-21.6,-61.4,-26.8,7.1,-1.9,-0.4,-189.8,1.3,0.0,-4.3,-14.7
CCC1(CC)C(=O)C2=C3C1[C@H](C(=O)OC)CC(C(=O)OC)C[C@H]3[C@H]1C(=O)N(c3ccccc3)C(=O)[C@H]1[C@H]2C (stereo partly specified),-7.6,2.9,0.1,-7.3,3.2,-1.5,-7.0,7.7,0.1,3.6,-3.2
O=C1NC(=Nc2ccccc2)c2ccc([N+](=O)[O-])cc21,-3.7,-16.4,-6.6,-2.0,1.4,4.0,-9.4,13.0,0.0,15.2,7.7
C/C(=N\NC(=O)c1ccccc1OCc1ccc(F)cc1)c1ccccn1,-11.8,50.4*,-129.5,-4.7,-1.6,-0.2,-23.9,69.9*,-0.4,6.1,20.2
CCc1ccc2c(c1)C(C)=CC(C)(C)N2,.,14.1,7.4,-11.2,-0.7,1.2,-9.3,10.7,0.0,3.4,-3.8
COCCn1c(C)cc(C(=O)CN2C(=O)NC3(CCCCCC3)C2=O)c1C,-5.1,-224.3,-188.1,-0.3,3.0,4.7,-84.5,-70.2,0.0,-8.5,7.6
O=C(c1ccco1)N1CCN(C2CN(C3CCCC3)S(=O)(=O)C2)CC1 (stereo unspecified),-6.1,-2.6,9.9,.,.,-0.4,-0.4,.,0.0,.,-1.3
N#Cc1ccc(C(=O)OCC(=O)N2CCCC2)cc1,-4.4,-16.2,-4.6,0.3,3.2,-0.6,-38.3,-7.9,-0.1,3.2,1.4
O=C(Nc1nnc(-c2ccco2)s1)c1ccccc1,-4.9,-60.9,-48.0,-0.2,2.1,-1.4,-95.9,-18.2,-0.2,15.5,1.8
CCC(=O)Nc1cccc(NC(=S)NC(=O)c2cc3ccccc3o2)c1,-5.3,-249.1,-181.4,2.6,2.4,-0.4,-13.6,-58.8,0.5,-3.1,2.2
CCCn1c(O)c(CN2CCCC(C)C2)c(C)c(C#N)c1=O (stereo unspecified),-5.0,0.8,14.2,2.5,-3.8,-1.2,16.6,-0.1,-0.4,2.9,-3.2
CSc1ccc(C(=S)N2CCCC2)cc1,-4.6,-28.1,-34.3,-5.3,-0.3,-0.5,-20.1,-2.8,-0.1,7.1,-3.0
NN1C(=O)NC(c2ccccc2)(c2ccccc2)C1=O,-5.1,-2.7,8.0,-8.2,-0.2,-1.5,32.0,6.0,0.1,-3.9,-3.0
Cc1sc(-c2ccncc2)nc1OC(=O)c1ccccc1,.,-12.7,-2.3,4.1,-4.1,-2.5,5.0,2.3,-0.3,-8.3,-0.7
COc1ccc(C2C3=C(CCCC3=O)Nc3nc(SCc4ccc(C(=O)O)cc4)nn32)cc1OC (stereo unspecified),-5.6,6.0,13.9,-13.1,1.5,-0.2,9.6,5.2,0.5,2.8,9.1
CC(C)(CNC(=O)C1c2ccccc2-c2ccccc21)N1CCOCC1,-7.0,-98.8,-4.0,3.0,-7.8,-0.3,-1.8,4.1,-0.2,16.4,-9.8
CCN(CC)CCNC(=O)C1(O)c2cc(Br)ccc2NC(=O)N1c1cccc(OC)c1 (stereo unspecified),-3.6,-1.2,8.2,-8.9,-2.5,-0.2,12.5,-3.5,0.2,2.6,-2.5
Cc1ccc(NC(=O)C2CCCN2S(=O)(=O)c2ccc3c(c2)CCC(=O)N3)cc1Cl (stereo unspecified),-1.2,3.5,4.8,-4.9,-4.2,-2.4,1.7,3.4,0.0,.,2.9
COc1cccc(NC(=O)Nc2ccc3c(c2)N(C)C(=O)CS3)c1,-4.4,-60.2,-93.0,-24.6,1.4,0.3,-52.0,-15.5,-0.2,2.1,-1.4
